# Screening data (PubChem BioAssay)
# TNAP inh noacc: TNAP (human) inhibition, acceptor-free conditions. P05186. inhibition, % at 20 µM. purified TNAP, CDP-star luminescence, 30 min. actives 0.26% (n = 200,000). AID 1012;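 active means tissue-nonspecific alkaline phosphatase inhibition above about 50% at 20 µM in the single-dose screen, limit read from the data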;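 further: 0% = DMSO negative control and 100% = EDTA positive control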
# Target sequence (P05186 whole entry, looked up): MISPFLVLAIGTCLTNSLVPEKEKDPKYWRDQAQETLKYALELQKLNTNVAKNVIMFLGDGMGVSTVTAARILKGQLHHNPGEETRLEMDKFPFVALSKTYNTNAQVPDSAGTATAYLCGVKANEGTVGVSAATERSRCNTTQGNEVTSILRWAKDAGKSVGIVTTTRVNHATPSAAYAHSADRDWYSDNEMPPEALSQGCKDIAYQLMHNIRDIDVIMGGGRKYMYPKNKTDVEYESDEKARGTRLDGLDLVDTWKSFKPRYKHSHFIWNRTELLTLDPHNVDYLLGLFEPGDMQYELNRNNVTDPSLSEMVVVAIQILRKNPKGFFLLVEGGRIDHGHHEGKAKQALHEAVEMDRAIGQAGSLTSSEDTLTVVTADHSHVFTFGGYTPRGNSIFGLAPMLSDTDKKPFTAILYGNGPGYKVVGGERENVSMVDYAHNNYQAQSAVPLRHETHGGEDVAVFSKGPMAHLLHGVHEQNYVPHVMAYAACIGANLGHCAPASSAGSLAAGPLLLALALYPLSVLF
# TNAP inh hiacc: blocks human TNAP under high phosphate acceptor concentration; inhibition, % at 20 µM; purified TNAP, CDP-star luminescence, 1 M DEA; actives 0.03% (n = 200,000);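 active means over 50% inhibition of tissue-nonspecific alkaline phosphatase at 20 µM in the single-dose screen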;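 further: plate controls were DMSO wells for no effect and EDTA-quenched wells as full inhibition for full effect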
# FLuc inhib CS: counter-screen for luciferase assay inhibitors: firefly luciferase inhibition. P08659. ATPLite firefly luciferase biochemical luminescence, 10 min. inhibition, % at 10 µM. actives 1.5% (n = 200,000);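 active means inhibition above about 50% when tested at 10 µM, limit read from the data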
# Target sequence (P08659 whole entry, looked up): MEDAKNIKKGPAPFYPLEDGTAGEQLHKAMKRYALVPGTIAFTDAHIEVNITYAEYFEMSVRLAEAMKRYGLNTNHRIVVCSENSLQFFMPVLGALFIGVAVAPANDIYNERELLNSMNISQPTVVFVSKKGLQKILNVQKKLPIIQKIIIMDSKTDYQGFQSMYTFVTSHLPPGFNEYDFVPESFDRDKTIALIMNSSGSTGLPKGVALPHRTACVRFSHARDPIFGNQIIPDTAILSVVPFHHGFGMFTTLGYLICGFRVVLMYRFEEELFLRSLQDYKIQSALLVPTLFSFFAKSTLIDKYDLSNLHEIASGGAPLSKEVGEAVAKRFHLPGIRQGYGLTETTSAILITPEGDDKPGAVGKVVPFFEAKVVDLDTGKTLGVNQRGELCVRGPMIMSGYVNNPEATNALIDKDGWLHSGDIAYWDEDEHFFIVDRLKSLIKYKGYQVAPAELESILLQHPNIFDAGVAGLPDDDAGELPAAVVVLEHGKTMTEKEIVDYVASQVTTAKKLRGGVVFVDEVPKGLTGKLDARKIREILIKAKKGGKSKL
# L major viab: inhibitors of Leishmania major promastigote growth; actives 9% (n = 200,000); AID 1063; inhibition, % at 10 µM; Leishmania major promastigotes, resazurin fluorescence viability; in the data active means inhibition above about 50%;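 further: promastigotes grown with compound for 44 hours at 28 °C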
# bIAP inh: intestinal alkaline phosphatase (bovine) inhibition; purified bovine IAP, CDP-star luminescence, 30 min; inhibition, % at 20 µM; 190,000 tested, under 10 active; AID 1019;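 active means over 50% inhibition of intestinal alkaline phosphatase at 20 µM in the single-dose screen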
#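 System: purified bovine intestinal alkaline phosphatase (IAP) enzyme; Input: IAP diluted 1/65,000,000 in the well; Measured by: CDP-star luminescence signal; Compound dosing: 20 µM single dose; Incubation: 30 min reaction at room temperature.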
# bIAP act: intestinal alkaline phosphatase (bovine) activation | purified bovine IAP, CDP-star luminescence, 30 min; hits give high values; fold of DMSO-control signal, blank-subtracted | activation factor at 20 µM | actives 0.17% (n = 200,000);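 active means activation factor of 2 or more at 20 µM, a signal rise over negative controls twice the positive control's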
# FLuc stim CS: firefly luciferase counter-screen for stimulation assays; P08659; ATPlite luciferase biochemical, luminescence, 10 min; 0 = ATP-free wells, 1 = DMSO control; activation factor at 10 µM; 200,000 tested, under 10 active; AID 1027;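 active means luciferase activation factor, scaled between plate controls, of at least 2 with compound at 10 µM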
#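 test system = cell-free luciferase reagent | medium = PBS as buffer for the ATP substrate | dosing = test compounds dosed from 2 mM stocks in 100% DMSO | incubation = 10 min at ambient temperature | detection = luminescence measurement of luciferase light output | benchmarks = low control with PBS replacing ATP, high control enzyme plus ATP without compound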
# RAM network inh: blocks the yeast RAM network | inhibition, % at 50 µM | actives 1.8% (n = 190,000) | AID 868 | S. cerevisiae dse1pr::URA3 reporter, 5-FOA growth OD615, 2 d; analog-sensitive cbk1-as2 kinase mutant strain;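 active means inhibition above a set limit, 3 SD over mean compound inhibition, cut at about 8.4% in these data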;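 further: 0% = DMSO-only wells with no growth and 100% = 10 µM 1-NA-PP1 full growth; inhibition rescues growth on 5-FOA so higher OD means more RAM inhibition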
# APP transl inh: APP translation inhibition; inhibition, % at 2 µM; SH-SY5Y APP 5'UTR-luciferase reporter, luminescence; actives 0.82% (n = 190,000);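 active means inhibition above a set limit, derived from the sample mean plus 3 SD, cut at about 45% in these data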; further: values of inactives mirror those of a sister screen read the other way
# TNAP act hiacc: activators of human TNAP at high phosphate acceptor concentration | 200,000 tested, under 10 active | purified TNAP, CDP-star luminescence, 1 M DEA, 30 min; hits give high values; 0 = EDTA background, 1 = DMSO-only activity | activation factor at 20 µM | P05186;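 active means activation factor at least 2 at 20 µM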
#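 Assay system: human TNAP; Input: enzyme diluted 1/800 final; Reagent: CDP-star luminogenic substrate at 100 µM final; Timing: 30 min, room temperature; Signal: luminescence; Evaluation: TNAP activation factor scaled between EDTA and DMSO control wells.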
# The depositor's hits bear a star; i = inactive; / = not tested or not shown.
(1) COc1ccccc1N1CCN(C(=O)N2CCOCC2)CC1
(2) O=C(CSc1nnnn1-c1ccccc1)Nc1ncc(Cc2cccc(Cl)c2Cl)s1
(3) Cc1ccccc1NC(=O)CSc1nc(N)c(C#N)cc1C#N
(4) CCOc1nc(NCCN2CCOCC2)nc(NC(C)C)n1
(5) CN(C(=O)CSc1nc(C2CC2)nc2ccccc12)c1nc(-c2ccccc2)cs1
(6) Cc1cc([N+](=O)[O-])ccc1NC(=O)Nc1ccccc1F
(7) O=C(CSc1nnc(-c2ccncc2)o1)NC1CCCCC1
(8) CCCc1nn(C)c(C(=O)Nc2ccc(C)c(C)c2)c1Cl

Screen / compound no.	1	2	3	4	5	6	7	8
TNAP inh noacc	0	-9	-12	-6	-14	-4	-11	-1
TNAP inh hiacc	0	1	-5	2	-2	0	-7	-3
FLuc inhib CS	-5	-2	-5	-8	-3	-3	-6	-2
L major viab	-4	0	1	1	55*	43	10	0
bIAP inh	8	4	12	15	14	-4	0	-4
bIAP act	0.9	1	0.9	0.9	0.9	1	1	1
FLuc stim CS	1	1	1	1.1	1	1	1.1	1
RAM network inh	0.1	0.8	2.7	2.1	0.7	4.8	-0.1	22*
APP transl inh	0	-14	18	11	-2	7	-11	-38
TNAP act hiacc	1	1	1	1	1	1	1.1	1

(9) CCCCNC(=O)Cc1ccc(C)cc1
(10) CC(C)CCSc1nc(N2CCOCC2)c2c(c1C#N)CC(C)(C)OC2
(11) COc1ccccc1-c1coc2cc(OC(=O)/C=C/c3ccccc3)ccc2c1=O
(12) O=c1oc2ccccc2cc1-c1ccc(O)cc1O
(13) CCCn1c(SCC(=O)c2ccc(CC)cc2)n[nH]c1=O
(14) Cc1ccc(NCc2ccco2)cc1C
(15) Clc1cccc(Cl)c1CSc1nnc2ccccn12
(16) CCC1(C)Cc2ccccc2-c2nc3n(c(=O)c21)CCS3 (stereo not given)

Screen / compound no.	9	10	11	12	13	14	15	16
TNAP inh noacc	-14	-10	-1	-7	0	-12	-6	-17
TNAP inh hiacc	-1	-8	0	-4	0	-8	-1	-3
FLuc inhib CS	1	-6	-5	3	0	6	-6	-4
L major viab	-4	13	-4	-12	-1	-4	2	3
bIAP inh	-1	0	18	29	-7	-6	5	-4
bIAP act	1	1	0.8	0.7	1.1	1.1	0.9	1
FLuc stim CS	1	1.1	1.1	1	1	0.9	1.1	1
RAM network inh	-0.1	10*	2.1	1.1	3.8	0.6	0.2	3.5
APP transl inh	-8	-12	1	-33	11	-6	-17	-15
TNAP act hiacc	1	1.1	1	1	1	1.1	1	1

# Overlap with the part before: 3 entries; new compounds follow.
(14) Cc1ccc(NCc2ccco2)cc1C
(15) Clc1cccc(Cl)c1CSc1nnc2ccccn12
(16) CCC1(C)Cc2ccccc2-c2nc3n(c(=O)c21)CCS3 (stereo not given)
(17) O=C(CNC(=O)c1ccc(Cl)cc1Cl)NCC(=O)Nc1ccccc1N1CCOCC1
(18) O=C(Nc1ccccc1)NC1(C(=O)N2CCN(C(=O)c3ccco3)CC2)CCCCC1
(19) CCOC(=O)C1CCCN(c2nc3ccccc3nc2C(C#N)C(=O)OCCOC)C1 (stereo not given)
(20) Cc1cnc(C)c(N2CCN(Cc3nc(-c4ccccc4)no3)CC2)n1
(21) COc1ccc(C(=O)OCC(=O)Nc2cc(C)c(C)cc2[N+](=O)[O-])cc1
(22) COc1ccccc1-c1cc(C(F)(F)F)nc(N2CCCCC2)n1
(23) COc1ccc(C(=O)NNC(=O)CSc2nnc(-c3cccnc3)o2)cc1
(24) CN(C)CCNC(=O)/C(=C/c1cccc([N+](=O)[O-])c1)NC(=O)c1ccccc1

Screen / compound no.	14	15	16	17	18	19	20	21	22	23	24
TNAP inh noacc	-12	-6	-17	-16	-34	-1	-7	0	-8	-29	-7
TNAP inh hiacc	-8	-1	-3	-5	-3	8	-5	-1	-8	-1	-3
FLuc inhib CS	6	-6	-4	-7	-9	0	-5	-2	-5	3	-1
L major viab	-4	2	3	27	-4	-1	-6	-2	6	-5	68*
bIAP inh	-6	5	-4	6	i	5	-7	11	14	-37	14
bIAP act	1.1	0.9	1	0.9	6.3*	1	1.1	0.9	0.9	1.4	0.9
FLuc stim CS	0.9	1.1	1	1.1	1.1	1	1.1	1	1	1	1
RAM network inh	0.6	0.2	3.5	0.4	3.8	1.1	-1.2	6.5	4.5	2.7	1.7
APP transl inh	-6	-17	-15	3	-3	12	14	10	10	6	-9
TNAP act hiacc	1.1	1	1	1.1	1	0.9	1	1	1.1	1	1

# Next part, overlapping the part above by 3 compounds.
(22) COc1ccccc1-c1cc(C(F)(F)F)nc(N2CCCCC2)n1
(23) COc1ccc(C(=O)NNC(=O)CSc2nnc(-c3cccnc3)o2)cc1
(24) CN(C)CCNC(=O)/C(=C/c1cccc([N+](=O)[O-])c1)NC(=O)c1ccccc1
(25) O=C(CSc1ccccc1)NCc1ccco1
(26) CCOC(=O)c1ccccc1N/C=C1\CCCC1=O
(27) NC(=O)COC(=O)c1cccc(S(=O)(=O)N2CCCCC2)c1
(28) CSc1nc(S(=O)(=O)c2ccccc2)c(Cl)s1
(29) COc1cc(OC)cc(C(=O)NC2CCSC2=O)c1 (stereo not given)
(30) CC(=O)Nc1ccc(NC(=O)CCn2nnc3ccccc32)cc1
(31) Clc1ncc(CN2CCN(Cc3ccccc3)CC2)s1
(32) CCN(CC)C(=O)C1CCCN(Cc2nc(-c3cccs3)no2)C1 (stereo not given)

Screen / compound no.	22	23	24	25	26	27	28	29	30	31	32
TNAP inh noacc	-8	-29	-7	-8	-4	-13	-13	-18	-3	-6	-7
TNAP inh hiacc	-8	-1	-3	-3	-6	-7	-4	-4	-11	3	-3
FLuc inhib CS	-5	3	-1	-9	-8	-3	2	-8	-2	-3	-5
L major viab	6	-5	68*	-6	11	4	1	-2	10	27	0
bIAP inh	14	-37	14	-6	-9	-4	-10	40	4	5	5
bIAP act	0.9	1.4	0.9	1.1	1.1	1	1.1	0.6	1	0.9	0.9
FLuc stim CS	1	1	1	1.1	1.1	1	1	1.1	1	1	1
RAM network inh	4.5	2.7	1.7	-1.2	0.8	3.5	1.6	0.5	-2.1	-0.4	1.6
APP transl inh	10	6	-9	-4	4	-5	-8	4	-18	/	-3
TNAP act hiacc	1.1	1	1	1	1.1	1.1	1	1	1.1	1	1

(33) Cc1ccc(C(=O)NCCN(C)C)cc1C
(34) CCOc1ccc(C(=O)N2CCN(Cc3ccccc3)CC2)cc1
(35) CC1CN(C(=O)COC(=O)c2c(Cl)cccc2Cl)CC(C)O1 (stereo not given)
(36) COc1cc(C2C(C#N)=C(N)Oc3n[nH]c(-c4ccncc4)c32)cc(OC)c1OC (stereo not given)
(37) Cc1ccc2c(N)c(C#N)sc2n1
(38) CCN1CCCC1CNC(=O)c1cc2c(-c3ccc(Cl)cc3)nn(C)c2s1 (stereo not given)
(39) CCC(O)c1c(-c2ccccc2)nn(C)c1Cl (stereo not given)
(40) Cn1c(SCC(=O)NCc2cccs2)nnc1-c1ccncc1

Screen / compound no.	33	34	35	36	37	38	39	40
TNAP inh noacc	-20	0	-4	6	-4	-4	-12	-7
TNAP inh hiacc	-8	5	-3	-2	0	-4	-4	-1
FLuc inhib CS	-7	7	-5	-10	7	-4	-4	-4
L major viab	-5	-3	-1	-3	3	100*	1	1
bIAP inh	14	2	-1	-5	4	-5	-7	4
bIAP act	0.9	1	1	1.1	1	1	1.1	1
FLuc stim CS	1.1	0.9	1.1	1.1	0.9	1	1	1
RAM network inh	-0.1	0.8	2.3	-1.1	0.7	2.5	1.8	2.3
APP transl inh	0	-17	-3	-16	-32	1	22	9
TNAP act hiacc	1.1	1	1	1	1	1	1	1

(41) Cc1ccc(NC(=O)C(C)N2CCOCC2)c(C(=O)c2ccccc2)c1 (stereo not given)
(42) O=C(NCCNc1ccc2ccccc2c1)c1cccn2c(=O)c3sccc3nc12
(43) O=C(CN1C(=O)CSC1=O)Nc1ccc(F)c(F)c1F
(44) C=CCOc1ccc(/C=N/n2cncn2)cc1OC
(45) CN(C)CCN(Cc1ccccc1)c1ccnc(N(C)C)c1C#N
(46) CCOC(=O)CC(=O)Nc1ccc(C)cc1
(47) CCn1c(C(O)c2cccc(OC)c2OC)nc2ccccc21 (stereo not given)
(48) O=C(Nc1ccccc1)n1cc(-c2ccccn2)c(N2CCOCC2)n1

Screen / compound no.	41	42	43	44	45	46	47	48
TNAP inh noacc	-2	-7	7	-7	-13	-4	-5	-11
TNAP inh hiacc	0	-3	-2	-6	2	-4	-4	-2
FLuc inhib CS	-2	-5	0	-7	-1	-4	-10	2
L major viab	6	12	-6	5	1	-3	1	7
bIAP inh	8	-7	1	17	2	-1	-10	-1
bIAP act	0.9	1.1	1	0.8	1	1	1.1	1
FLuc stim CS	1	1	1	1.1	1	1	1.1	1
RAM network inh	2.8	2.7	0.1	0.1	0.0	1.6	2.6	-0.6
APP transl inh	4	10	-5	-9	1	-10	2	-8
TNAP act hiacc	1	1	1	1.1	1	1	1	1

(49) Cn1c(=O)[nH]c(=O)c2c1nc(Sc1ccccc1)n2CCc1ccccc1
(50) COc1ccc(-c2noc(C(=O)NCc3ccc(F)cc3)n2)cc1OC
(51) CCCOc1ccc(/C(O)=C2/C(=O)C(=O)N(CCCOC)C2c2ccncc2)cc1 (stereo not given)
(52) COCCCNC(=O)Cn1nnc(-c2ccccc2NC(=O)c2ccc(F)cc2)n1
(53) COc1ccc(N2CCN(C(=O)CSc3nnc(CNc4ccccc4)o3)CC2)cc1
(54) COC(=O)c1sccc1NC(=O)Cc1ccc(OC)cc1
(55) COc1cc(CCC(=O)OCC(=O)Nc2ccccc2C(C)C)cc(OC)c1OC
(56) COC(=O)c1ccc(CNC(=O)COC(=O)CC23CC4CC(CC(Br)(C4)C2)C3)cc1

Screen / compound no.	49	50	51	52	53	54	55	56
TNAP inh noacc	-12	-8	-11	-8	-12	-7	-12	2
TNAP inh hiacc	-4	-2	-1	0	-6	10	-2	-9
FLuc inhib CS	-4	-3	-6	-4	-6	2	-5	-5
L major viab	1	9	-1	-4	15	-4	-6	-7
bIAP inh	3	-5	8	-3	-7	14	20	/
bIAP act	1	1	0.9	1	1.1	0.9	0.8	0.2
FLuc stim CS	1	1	1.1	1	1.1	1	1	1
RAM network inh	0.6	0.6	1.6	1.0	-0.7	-0.7	-1.4	0.7
APP transl inh	-10	-11	-4	-1	15	1	1	2
TNAP act hiacc	1	1	1	1	1.1	0.9	1	1.1

(57) CC1(C)Cc2c(C#N)c(N3CCOCC3)nc(-c3ccccc3)c2CO1
(58) Cc1nn(-c2ccccc2)c(Cl)c1/C=N/NS(=O)(=O)c1ccc(Br)cc1
(59) COc1ccc(-c2ccnc3cc(C(=O)O)nn23)cc1
(60) O=C(CCCN1C(=O)c2ccccc2C1=O)Nc1ccc(Br)cn1

Screen / compound no.	57	58	59	60
TNAP inh noacc	0	-7	-14	-7
TNAP inh hiacc	-2	-6	2	-2
FLuc inhib CS	-6	-7	5	-3
L major viab	6	-5	-4	-3
bIAP inh	2	-16	-25	12
bIAP act	1	1.2	1.3	0.9
FLuc stim CS	1.1	1.1	0.9	1
RAM network inh	0.5	2.9	0.9	2.3
APP transl inh	24	-5	-7	-3
TNAP act hiacc	1	1.1	1	1

# Compounds as they come. Share with any hit: about 13%.
